HDAC3 inhib = HDAC3 deacetylase inhibitors, primary screen, biochemical, fluorescence, cell-free homogeneous | Histone deacetylase 3 (Homo sapiens), O15379 | recombinant HDAC3, fluorogenic peptide/trypsin coupled | AID 2718, 2010 | inhibition, % at 8.3 µM | actives 0.15% (n = 320,000); in the data active = inhibition above about 26%, passing the limit was not always enough; inconclusive = no clear call, values can overlap the other calls
Target sequence (O15379 whole entry, looked up): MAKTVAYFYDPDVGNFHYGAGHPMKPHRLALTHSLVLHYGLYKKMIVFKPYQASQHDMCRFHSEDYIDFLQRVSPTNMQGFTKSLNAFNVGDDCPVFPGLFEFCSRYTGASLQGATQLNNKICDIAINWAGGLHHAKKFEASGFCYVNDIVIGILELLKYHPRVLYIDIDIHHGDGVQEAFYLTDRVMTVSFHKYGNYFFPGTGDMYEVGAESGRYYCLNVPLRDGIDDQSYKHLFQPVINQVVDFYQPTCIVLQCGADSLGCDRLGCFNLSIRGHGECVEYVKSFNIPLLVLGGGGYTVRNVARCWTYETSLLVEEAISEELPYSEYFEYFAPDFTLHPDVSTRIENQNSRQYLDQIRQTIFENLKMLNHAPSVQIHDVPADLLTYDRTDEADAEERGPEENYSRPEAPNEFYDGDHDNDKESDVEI
AI-2 QS mod = Vibrio harveyi AI-2 quorum sensing modulators, primary screen, JMH597 strain, luminescence/OD600 ratio; activity change, % at 7.5 µM; Vibrio harveyi JMH597 AI-2 luminescence/OD600 ratio, 9 h; stronger effect = lower value; strain lacks LuxN and CqsS sensors; 0 = neutral-control median; AID 2094, 2009; actives 0.4% (n = 300,000); in the data active = activity change below about -75%, passing the limit was not always enough; inconclusive = no clear call, values can overlap the other calls;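 also: luminescence divided by OD600 gain over 9 h not by final OD600 alone; inactives centre near 13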
HSP90 refold inh = HSP90 inhibitors, primary screen, cell lysate, luminescence; Heat shock protein HSP 90 (rabbit reticulocyte lysate; luciferase refolding); Rabbit reticulocyte lysate, luciferase refolding luminescence, 3 h; inhibition, % at 5.6 µM; actives 0.91% (n = 290,000); AID 1789, 2009;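 active = inhibition above the screen-wide mean plus 3 SD, computed separately per campaign, cut at about 16% in these data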;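 also: 0% = DMSO wells and 100% = 60 µM geldanamycin wells; inhibitors lower the luminescence because luciferase stays unfolded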
Dyrk1A ADPGlo = rat Dyrk1A kinase inhibitors, primary screen, biochemical, single point, plate reader. Dual specificity tyrosine-phosphorylation-regulated kinase 1A (Rattus norvegicus), Q63470. ADP-Glo luminescence, NFATc1 peptide. inhibition, % at 12.5 µM. actives 0.43% (n = 310,000); in the data active = inhibition above about 50%;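 also: plate controls were vehicle with enzyme for no effect and no enzyme for full effect; many of its hits are not listed in these tables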
GSK3A inh = blockers of GSK3A enzyme activity – biochemical, luminescence, cell-free homogeneous, HTS, primary screen; actives 0.1% (n = 320,000); inhibition, % at 10 µM; Glycogen synthase kinase-3 alpha (Homo sapiens), P49840; GSK-3 alpha kinase, ADP-Glo luminescence, 60 min;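 in the data active = inhibition above about 50%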;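 also: GST-tagged GSK-3 alpha with peptide substrate and 25 µM ATP; 0% = DMSO neutral wells and 100% = GW8510 positive control wells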
Target sequence (P49840 whole entry, looked up): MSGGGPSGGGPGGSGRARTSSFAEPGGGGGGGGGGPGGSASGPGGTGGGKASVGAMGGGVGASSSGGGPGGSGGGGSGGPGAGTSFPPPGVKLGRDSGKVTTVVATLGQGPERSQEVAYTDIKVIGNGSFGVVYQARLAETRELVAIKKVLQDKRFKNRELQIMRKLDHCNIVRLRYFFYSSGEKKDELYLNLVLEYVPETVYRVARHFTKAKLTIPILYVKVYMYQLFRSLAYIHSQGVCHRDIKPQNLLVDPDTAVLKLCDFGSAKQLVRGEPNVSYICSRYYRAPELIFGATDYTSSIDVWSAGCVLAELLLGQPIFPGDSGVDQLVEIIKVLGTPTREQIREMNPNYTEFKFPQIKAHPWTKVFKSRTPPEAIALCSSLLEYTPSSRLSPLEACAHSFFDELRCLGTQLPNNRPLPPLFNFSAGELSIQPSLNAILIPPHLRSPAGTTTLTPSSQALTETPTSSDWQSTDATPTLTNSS
HSF1 activator = HSF-1 activators, primary screen, NIH3T3-HGL cells, MG132 stress, luminescence, single point; NIH3T3-HGL HSF-1 luciferase reporter, 8 h; 100% = twice DMSO control signal; actives 1.7% (n = 300,000); activation, % at 9 µM;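 active = mean replicate activation of at least 50% with a set share of replicates each reaching 50%; inconclusive = only one of those two conditions met; inactive = mean below 50% and too few replicates reaching it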;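 also: 0% = median of the neutral control wells and 100% = twice that signal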
GSK3B inh = human GSK3beta kinase inhibitors, primary screen, biochemical, cell-free homogeneous, HTS | GST-GSK3beta kinase, ADP-Glo luminescence, 60 min; stronger effect = lower value | activity score (negative = inhibition), % at 10 µM | actives 0.038% (n = 300,000) | AID 2097, 2009;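 active = more than half of replicate wells score below -50%, meaning over 50% inhibition versus plate controls; inconclusive = some replicates but at most half score below -50%; inactive = no replicate scores below -50%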;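 also: 0% = median DMSO wells and -100% = median GW8510 positive control wells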
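test system = GST-tagged human GSK3beta kinase, cell-free | reagent = 25 µM ATP with peptide substrate | dosing = one dose of 10 µM per compound | schedule = 60 min reaction, RT | detection = luminescent ADP-Glo measurement of ADP formed | control set = DMSO neutral wells and GW8510 at 20 µM as positive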
Platelet DG rel = inhibitors of platelet dense granule secretion, primary screen, cell-based, MLPCN, human platelets. human platelet-rich plasma, SFLLRN dense granule ATP release, luminescence. inhibition, %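 (compounds screened at 7.5 µM in platelet-rich plasma)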. actives 0.22% (n = 300,000). AID 1663, 2009;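 active = mean replicate score, as percent of positive control, at or above 50; inconclusive = mean below 50 but at least one replicate at or above 50; inactive = mean and every replicate below 50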
PolyA inh = polyadenylation inhibitors in yeast reporter cells, primary screen, luminescence, S. cerevisiae | actives 0.02% (n = 300,000) | calls only at 12 µM | S. cerevisiae SKY197-pL101 polyadenylation reporter, beta-gal luminescence; efflux-impaired pdr1/pdr3 knockout yeast; score 100 = 6 SD above DMSO | AID 1875, 2009;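 active = lowest replicate activity score at least 50, where 100 means six control SD above control mean; inconclusive = lowest score under 50 but half or more replicates reach 50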;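 also: yeast exposed to compound for 9 h at 30 °C; higher score means more reporter readthrough which indicates perturbed polyadenylation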
HSF1 inhib = HSF1 inhibitors in luciferase reporter cells, primary screen, cell-based, NIH3T3, luminescence | NIH3T3-HGL HSE-luciferase, MG132-induced, luminescence 8 h; stronger effect = lower value | activity change, negative = inhibition, % at 7.5 µM (by protocol) | actives 0.77% (n = 300,000) | AID 2098, 2009;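 active = more than half of replicate wells show activity change below -50%, luminescence cut by over half; inconclusive = some wells, but at most half, below -50%; inactive = no replicate well below -50%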;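 also: luciferase reports HSF-1 transcriptional activity via heat shock element; 0% = median of DMSO wells and -100% = zero luminescence signal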
* hit, by the source's call; i = inactive; u = inconclusive; x = no result given. A portion of the library. The share of hits here may be higher or lower than overall.

mol,HDAC3 inhib,AI-2 QS mod,HSP90 refold inh,Dyrk1A ADPGlo,GSK3A inh,HSF1 activator,GSK3B inh,Platelet DG rel,PolyA inh,HSF1 inhib
Cc1ccsc1C(=O)N1CCN(c2ncc(C(F)(F)F)cc2Cl)CC1,3.5,8.1,0.8,-3.2,-2.4,-12.4,-0.3,-9.8,i,-0.9
CCC(C)NC(=O)C(=O)NC1CCCC1 (stereo not given),x,3.2,4.0,14.8,x,-2.6,-1.3,-11.0,i,3.9
Cc1cc(C(=O)O)c(CSCc2cc(C(=O)O)oc2C)o1,-0.8,24.0,3.5,-3.7,-2.5,-13.3,2.5,-8.6,i,-7.1
Cc1cc(S(=O)(=O)NCCc2ccncc2)cc(C)c1F,-6.6,5.1,x,x,-0.1,2.1,0.1,-11.8,i,-5.5
O=C(/C=C/c1ccc(F)cc1)N1CCCN(C(=O)/C=C/c2ccc(F)cc2)CC1,1.9,16.8,9.2,1.9,-0.3,27.0,5.5,-9.3,i,16.1
O=C(O)c1ccc(CNC(=O)C2CCCN2C(=O)OCc2ccccc2)cc1 (stereo not given),-9.6,18.8,-3.9,-1.9,-0.6,-3.8,-0.4,1.5,i,-7.0
CC(C)c1ccc(OCC(=O)NNC(=S)NC(=O)C2CC2)cc1,-0.7,u,4.3,-0.8,4.1,28.5,0.1,-4.9,i,21.8
CCOC(=O)c1cnc(Nc2nc3ccccc3o2)nc1C,-0.2,12.2,18.0*,-3.6,0.7,-34.5,0.1,16.8,i,-23.0
Cc1ccc(S(=O)(=O)N2CCCOC2CNC(=O)C(=O)NCc2cccs2)cc1 (stereo not given),-4.7,18.4,-4.0,4.6,-0.9,0.7,0.8,-5.8,i,-2.0
CC(C)Nc1nc(N(c2ccccc2)c2ccccc2)nc(-n2ccnc2)n1,-1.8,x,-0.8,-2.5,-1.6,x,x,x,x,x
O=C(NCc1ccc(F)cc1F)c1cc(COc2c(F)cccc2F)on1,x,-20.4,3.4,x,x,-3.9,-4.9,-3.6,i,8.0
Cc1ccc(OCCN2C(=O)C(=O)c3cc(C)ccc32)cc1,x,14.0,1.9,-5.7,-3.9,-18.8,1.4,18.1,i,-10.6

(next part)
mol,HDAC3 inhib,AI-2 QS mod,HSP90 refold inh,Dyrk1A ADPGlo,GSK3A inh,HSF1 activator,GSK3B inh,Platelet DG rel,PolyA inh,HSF1 inhib
O=C(O)CCC(=O)NNC(=O)c1ccc([N+](=O)[O-])cc1,x,5.1,3.5,0.3,-0.2,-12.6,-0.2,-0.7,i,-4.8
O=C(OCC(=O)N1CCCC1)c1ccc(O)cc1,6.0,-1.0,-3.0,-9.1,0.1,0.4,-0.4,-0.4,i,-1.3
CC(NCc1cccs1)c1ccccc1 (stereo not given),-2.5,4.6,0.8,-7.5,-1.9,9.8,-2.8,-0.8,i,-3.8
Cc1nnc(SCC(=O)NC2CCCc3ccccc32)n1-c1ccccc1 (stereo not given),-1.8,13.4,4.4,-0.4,-1.2,-4.0,-3.1,2.0,i,1.8
Cn1c(COc2ccccc2Br)nc2ccccc21,-2.5,2.8,0.6,-3.2,-0.4,70.4*,10.2,-1.7,i,49.0
CCCn1c(SCC(=O)N2CCN(C(C)=O)CC2)nc2sc3c(c2c1=O)CCC3,2.7,6.0,2.0,3.3,-3.2,6.1,2.5,31.8,i,9.4
O=C(c1ccccc1CCc1ccccc1)N1CCOCC1,-3.6,9.1,-4.4,-5.5,-1.6,0.7,3.5,6.8,i,1.9
CCOC(=O)c1c(C)[nH]c(C(=O)COC(=O)C2(C)CC2(Cl)Cl)c1C (stereo not given),6.8,29.4,1.0,3.9,1.9,55.9*,-0.3,-7.6,i,21.0
CCCCn1c(SCC(=O)N2CCOCC2)nc2c1c(=O)n(C)c(=O)n2C,-5.8,20.7,-1.9,7.8,-0.7,-12.1,2.4,1.1,i,3.7
COc1ccc(OC)c(CNC(=O)CCc2cn(C)c3ccccc23)c1,-5.9,14.5,-3.5,1.2,-2.2,-11.6,-3.4,-0.2,i,2.7
Clc1ccc(-c2cc(C3CCNCC3)[nH]n2)c(Cl)c1,-8.6,12.4,0.5,0.4,6.5,-37.2,1.1,-0.4,i,-30.7
CCCNS(=O)(=O)c1ccc(CCC(=O)N2CCN(CC)CC2)cc1,-2.1,22.0,3.1,-2.9,-7.9,-1.4,-0.3,-38.3,i,-5.0

(more compounds)
mol,HDAC3 inhib,AI-2 QS mod,HSP90 refold inh,Dyrk1A ADPGlo,GSK3A inh,HSF1 activator,GSK3B inh,Platelet DG rel,PolyA inh,HSF1 inhib
CCC(C)NC(=O)c1cc2c(=O)n3ccccc3nc2s1 (stereo not given),-85.5,11.2,-3.6,3.7,-3.3,13.6,1.2,-2.1,i,5.3
Cc1ccc(C(=O)NC(NCc2ccccc2)C(Cl)(Cl)Cl)cc1 (stereo not given),-3.0,-2.6,-1.1,1.5,0.2,1.4,-5.2,10.1,i,-4.2
CCc1nccn1C(=O)c1cnn2c(C(F)F)cc(-c3ccc(C)cc3)nc12,x,20.9,3.7,1.4,x,0.2,-0.2,-10.1,i,-0.7
COCCn1c(SCc2nnc(-c3ccccc3)o2)nc2sc3c(c2c1=O)CCC3,x,10.8,-2.3,6.5,x,4.7,-0.1,-2.5,i,-1.2
CC(=O)c1ccccc1OC(=O)COc1ccc([N+](=O)[O-])cc1,-1.5,17.8,2.1,7.3,1.7,-1.5,0.7,0.8,i,-8.0
O=C1OCc2nc3cc4c(cc3c(-c3ccc(F)cc3)c21)OCO4,3.8,23.4,1.4,4.0,-1.6,-4.1,-1.3,-8.8,i,-0.7
O=C(COC(=O)C1CCN(C(=O)c2ccc(Cl)cc2)CC1)c1ccco1,-1.3,3.9,-0.7,2.2,-0.5,13.2,-3.5,8.9,i,-3.4
CC(C)C1Cc2[nH]c(=O)c(C(=O)O)cc2CO1 (stereo not given),-2.9,22.6,2.1,-1.9,-1.1,-18.5,0.5,-10.2,i,-0.1
Cc1nc(Cc2ccc(OC(C)C)cc2)[nH]c(=O)c1CC(=O)O,-19.4,x,1.5,0.0,-1.4,-4.8,x,-1.9,i,-2.4
COc1ccc(CCNC(=O)CSc2cn(Cc3ccccc3)c3ccccc23)cc1OC,9.3,-11.2,-0.8,-0.3,0.1,24.3,4.4,4.4,i,13.8
N#Cc1cc2c([nH]c1=S)CCCC2,17.7,18.7,1.0,-1.1,-0.6,6.6,-2.9,5.4,i,-15.9
Cc1ccc(S(=O)(=O)N2CCN(C(=O)CSc3ncn[nH]3)CC2)c(C)c1,-1.5,5.7,x,12.6,-1.5,1.0,2.0,-2.8,i,5.0

(next part)
mol,HDAC3 inhib,AI-2 QS mod,HSP90 refold inh,Dyrk1A ADPGlo,GSK3A inh,HSF1 activator,GSK3B inh,Platelet DG rel,PolyA inh,HSF1 inhib
Cc1cc(C)nc(/N=C(\NC(=O)C(C)(C)C)Nc2ccccc2)n1,7.4,13.3,14.0,-8.1,-1.3,-4.5,3.0,0.4,i,-6.3
O=C(CCc1nnc(C2(c3ccc(Cl)cc3)CCC2)o1)N1CCCC1,-7.6,4.5,-5.2,-2.2,1.0,23.8,-2.3,-3.2,i,11.9
CC(=O)Nc1ccc(S(=O)(=O)Nc2ccccc2N2CCOCC2)cc1Cl,-2.3,12.2,-5.9,-5.9,-0.5,-15.2,0.1,-7.6,i,-5.4
CN(C)/C=C/C(=O)c1cccc(C(F)(F)F)c1,x,27.2,-4.4,x,x,7.4,-0.6,7.4,i,4.0
COc1ccc(Oc2c(Cl)cnn(-c3ccc(Cl)c(Cl)c3)c2=O)cc1,3.3,11.3,-0.8,-2.2,-2.4,3.2,-1.6,7.6,i,18.0
CCC(CO)(CO)N(CC(=O)Nc1ccc(OC)cc1)CC(=O)Nc1ccc(OC)cc1,-13.0,7.5,7.1,-1.3,-5.2,12.4,3.2,0.0,i,-6.0
CC(C)(C)c1csc(NNC(=O)c2ccc(Br)cc2)n1,1.7,10.0,-5.2,x,-2.8,-4.1,-0.9,8.3,i,0.5
c1cn(CCCNC2CCCCCCC2)cn1,2.3,10.0,x,x,0.0,13.9,3.7,22.2,i,-5.9
COc1ccc(NC(=S)N(CCCN2CCCC2)Cc2cccs2)cc1,-3.3,-2.9,4.6,-6.9,-0.8,9.2,-3.3,-6.9,i,3.4
COc1ccc(-c2cc3nc(CCl)[nH]c(=O)c3s2)cc1,-3.0,12.9,49.8*,5.4,12.0,12.3,0.1,26.7,i,-8.0
O=C(O)/C=C/C(=O)NNC(=O)c1cc(-c2ccccc2)n[nH]1,-6.8,9.1,0.6,0.9,-0.4,3.3,1.9,-2.4,i,-9.0
COC(=O)c1ccc(NCC(=O)N2CCCCCC2)cc1,5.9,5.8,-3.8,x,-2.5,-32.0,2.3,7.4,i,-27.1

(further entries)
mol,HDAC3 inhib,AI-2 QS mod,HSP90 refold inh,Dyrk1A ADPGlo,GSK3A inh,HSF1 activator,GSK3B inh,Platelet DG rel,PolyA inh,HSF1 inhib
Cc1[nH]n(-c2ccccc2)c(=O)c1CCOC(=O)c1cccc(C(F)(F)F)c1,2.8,21.4,-0.5,6.3,-2.3,-6.7,-1.2,-0.8,i,-4.7
CCOC(=O)N1CCN(C(=O)c2cc(S(=O)(=O)N3CCCC3)cn2C)CC1,0.8,27.4,4.8,-0.4,-2.1,31.2,4.9,-4.4,i,-1.6
COc1ccc(C(=O)O)cc1S(=O)(=O)NCc1ccccn1,2.8,24.3,0.5,-6.2,-0.2,2.0,-3.0,0.2,i,-0.9
NC(=O)C1CC(=O)N(CCc2ccc(F)cc2)C1 (stereo not given),-4.1,4.5,2.7,-3.2,6.3,12.8,2.1,-9.3,i,2.5
COC(=O)[C@H](C)NC(=O)Nc1cc(Cl)ccc1C,0.0,8.7,2.4,-1.2,-0.4,-0.8,0.4,1.8,i,-0.9
CCc1ccc(OCc2nc(-c3ccccn3)no2)c(Br)c1,-1.4,8.0,14.3,-3.5,0.3,36.9,1.2,5.0,i,6.1
CCn1c(SCC(=O)Nc2nc3ccc(C)cc3s2)nc2c(c1=O)SC(C)C2 (stereo not given),10.9,20.8,1.3,10.9,2.3,12.1,0.6,7.1,i,1.6
Cc1ccc(SCCc2ccc(C)nc2)cc1,5.9,21.8,3.9,1.1,3.0,2.1,-25.4,-15.2,i,6.5
